Nrf2 block – inhibitors of Nrf2 signaling. A549 ARE-Fluc reporter, luciferase luminescence, 18-24 h. 360,000 compounds, 2.1% hits. Potency, µM (highest dose often 46 µM), inactives show at the highest dose activity change, negative = inhibition, usual class: inhibitors; note: potency is the fitted concentration of half-maximal effect; % is set by controls: 0 for no effect and ±100 for the full control effect; nearly all actives have a fitted effect of over 60% in size
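Quantitative HTS in A549 cells stably bearing an antioxidant response element-firefly luciferase construct. Inhibition of Nrf2-driven transcription was scored by luminescence after 18-24 h of compound exposure at 37 °C.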
A549 tox – counter-screen for Nrf2 inhibitors: cytotoxicity in A549 cells; A549 ARE-Fluc cells, CellTiter-Fluor viability, 18-24 h; Potency, µM (highest dose often 46 µM), without a hit: top-dose activity change, negative = cytotoxicity, hits mostly inhibitors; 390,000 compounds, 0.16% hits; AID 504648; note: potency is the fitted concentration of half-maximal effect; % is set by controls: 0 for no effect and ±100 for the full control effect
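Cytotoxicity counterscreen: CellTiter-Fluor fluorescence was measured in A549 ARE_Fluc cells after 18-24 h of compound exposure in a concentration series. The subsequent BugLite luminescent read reports ARE-luciferase activity.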
ATXN viability – cell viability loss in ATXN counter-screen; Potency, µM (top dose mostly 56.7 µM), actives largely listed as cytotoxic; AID 651635; 400,000 compounds, 0.49% hits; S2 cells (HEK-293 line with an ATXN2-luciferase reporter) viability, CellTiter-Fluor protease fluorescence, 24 h; note: potency is the fitted concentration of half-maximal effect; nearly all actives have a fitted effect of over 40% in size
TGFb inhibitor – inhibitors of TGF-b signaling; Potency, µM (titrated, usually from 46.1 µM), inactives show at the highest dose activity, negative = inhibition, usual class: inhibitors; AID 588855; 410,000 compounds, 1.2% hits; HepG2 CAGA-GFP TGF-b/SMAD3 reporter, GFP fluorescence, 18 h; TGF-beta stimulated, 500 pg/mL final; note: potency is the fitted concentration of half-maximal effect; % is set by controls: 0 for no effect and ±100 for the full control effect; nearly all actives have a fitted effect of over 65% in size
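TGF-beta reporter screen: HEPG2 CAGA-GFP, 1% FBS, 500 pg/mL TGF-beta final, 18 h; per-cell GFP summed per well; curves fitted and categorized by class.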
ATXN2 expr inh – reduces ATXN2 reporter expression in HEK-293 cells. HEK-293 ATXN2-luciferase reporter, luminescence, 24 h. Potency, µM (highest dose often 57 µM), for inactives: top-dose activity change, negative = inhibition, most hits filed as inhibitors. 360,000 compounds, 0.72% hits; note: potency is the fitted concentration of half-maximal effect; % is set by controls: 0 for no effect and ±100 for the full control effect; nearly all actives have a fitted effect of over 55% in size
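ATXN2-luciferase reporter cells (luciferase flanked by upstream and downstream ATXN2 gene portions) were treated 24 h at 37 °C with compounds at up to 57 uM. SteadyGlo luminescence gave expression; GF-AFC fluorescence gave viability.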
HepG2 viability – HepG2 cytotoxicity, counter-screen for TGF-b inhibitors. AID 588856. HepG2 CAGA-GFP viability, ATP luminescence, 18 h. Potency, µM (highest dose often 46.1 µM), for inactives: at the top dose activity change, negative = cytotoxicity, usual class: cytotoxic. 410,000 compounds, 0.76% hits; note: potency is the fitted concentration of half-maximal effect; some results filed as inactive show a strong effect at the top dose
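HepG2 CAGA-GFP cells (1000/well, DMEM with 1% FBS) received compound, then TGF-beta at 500 pg/mL final, and were incubated 18 hours at 37 degrees C. Viability was read by CellTiter-Glo luminescence. Media-only wells were set as complete cell-killing and DMSO as no toxicity.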
MCF10A rerep – induces DNA re-replication in MCF 10a normal breast cells | MCF 10A DNA re-replication, Hoechst nuclear intensity, 48 h | Potency, µM (highest dose often 46.1 µM), for inactives: at the top dose activity, positive = re-replication, usual class: activators | 350,000 compounds, 2.9% hits | AID 624296; note: potency is the fitted concentration of half-maximal effect; % of control where 0% means no effect; nearly all actives have a fitted effect of over 50% in size
Nrf2 ARE act – Nrf2 pathway activation | Potency, µM (doses to about 46.1 µM), for inactives: at the top dose activation, hits mostly activators | AID 624171 | 410,000 compounds, 0.31% hits | AREc32 ARE-luciferase reporter (MCF7-derived line), luminescence, 24 h; note: potency is the fitted concentration of half-maximal effect; % of control where 0% means no effect; nearly all actives have a fitted effect of over 65% in size
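ARE-driven firefly luciferase activity in AREc32 cells measured after a 24 hr compound exposure at 37 deg C, using Steady-Glo reagent and a 30 min room-temperature hold.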
IL1B secr inh – blocks inflammasome-driven IL-1 beta release; THP-1 LPS/ATP IL-1B secretion, AlphaLISA, 16 h; hits give low values; activity change, % at 57.5 µM; 360,000 compounds, 4.7% hits; AID 743279; in the data active = activity change below about -50%; inconclusive = mostly about -30% to -49%; note: % is set by controls: 0 for no effect and ±100 for the full control effect
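Secreted IL-1B measured by AlphaLISA bead assay after 16 h compound exposure of THP-1 cells; compounds (final up to 57.5 uM) added 1 h before LPS (250 ng/mL) and ATP (1.25 mM) stimulation; lower signal means less secretion.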
* hit, by the source's call; i = inactive; ? = inconclusive; . = no result given; & = joins results of further samples; [ ] = dose if it differs, or a comment. Unless noted, calls come from the whole dose curve; as a rule, active = well fitted curve in the direction sought with a large enough effect; inconclusive = small, poorly fitted or top-dose-only effect, or another doubt; inactive = no such curve, though single readings can be large; an effect the other way counts as inactive or inconclusive.

#	Structure	Nrf2 block	A549 tox	ATXN viability	TGFb inhibitor	ATXN2 expr inh	HepG2 viability	MCF10A rerep	Nrf2 ARE act	IL1B secr inh
1	COc1cc(Br)cc(CN2CCN(C=O)CC2)c1O	.	1%	i	-2%	-21%	-8%	-3%	-0.4%	4
2	COc1cc(NC(=S)N(C)CCC#N)c(OC)cc1Cl	10%	-7%	i	-17%	-2%	3%	-38%[inhibitor]	3.7%	.
3	COc1ccc(CNC(=O)CN(Cc2ccco2)C(=O)CNS(=O)(=O)c2ccc(C)cc2)cc1	0%	-6%	i	-1%	7%	-5%	10%	0.4%	5
4	O=C1Cc2ccccc2C(=O)N1c1ccc(F)cc1Cl	8%	5%	i	4%	-3%	-1%	0%	-0.1%	-9
5	Cc1ccc2c(c1)C(=O)C(=O)N2CC(=O)Nc1ccc(N2CCOCC2)cc1	0%	-2%	i	8%	-1%	-5%	0%	-0.3%	21
6	CCCc1nc2c([nH]1)C(c1cccnc1)C(C#N)=C(N)O2 (stereo unspecified)	2%	-5%	i	-2%	-1%	3%	13%	0.0%	-6
7	COc1ccc(OC)c(-c2cc(C(=O)NC3CCCC3)c3ccccc3n2)c1	2%	-10%	i	0%	-2%	5%	7%	0.0%	-6
8	O=C(Nc1ccc(S(=O)(=O)N2CCCCC2)cc1)c1ccc(Cl)nc1	18µM*	-12%	i	?	-37%	-9%	?	0.4%	-21
9	COCC(=O)N(C)c1nnc(-c2cnc(C)cn2)s1	12%	4%	i	1%	7%	-11%	5%	0.6%	-9
10	COc1ccc(CN(Cc2ccc(C(=O)O)cc2)C(=S)Nc2ccccc2Cl)cc1OC	-3%	5%	i	30%	0%	4%	0%	6.8%	38
11	CCc1ccc([C@@H]2CC=C(C(=O)O)CN2S(=O)(=O)c2ccc(C)cc2)cc1	7%	-3%	i	?	14%	-30%	-6%	0.1%	13
12	COc1ccc(C(=O)c2sc3nc(-c4ccccc4)ccc3c2N)cc1	2%	4%	.	2%	-13%	-20%	3.7µM*	0.1%	-26
13	CCCOc1ccc(CC2CCC(=O)NC2=O)cc1 (stereo unspecified)	-14%	-1%	i	6%	-4%	6%	-7%	-0.8%	10
14	CC1CCCCC1NC(=O)C1CCN(S(=O)(=O)c2ccc3c(c2)CCC(=O)N3)CC1 (stereo unspecified)	7%	0%	i	5%	7%	1%	7%	0.3%	18
15	C/C(=N\Nc1ccc([N+](=O)[O-])cc1[N+](=O)[O-])C(C)(C)C(C(=O)O)C(=O)O	3%	-26%	?	-10%	-31%	-9%	-2%	4.0%	2
16	CC(=O)Nc1ccc(S(=O)(=O)Nc2nc3ccccc3nc2Nc2ccccc2)cc1	-8%	-4%	i	-14%	8%	-2%	3%	0.4%	0
17	Cc1cc(C)c2nc(/N=C(\N)NC(=O)Nc3ccccc3)nc(C)c2c1	-24%	-23%	?	?	?	-16%	21µM*	11%	-9
18	COc1ccc(CCNC(=O)Cn2nnc(C(=O)Nc3cccc(C)c3C)c2N)cc1OC	?	-17%	?	-19%	1%	0%	0%	0.0%	-19
19	Cn1c(=O)c(=O)n(C)c2cc(S(=O)(=O)N3CCCC3C(=O)Nc3cccc(F)c3)ccc21 (stereo unspecified)	-30%	3%	.	4%	.	1%	.	-1.4%	.
20	Cc1cccc(C(=O)NC(=S)NNC(=O)c2ccc(Cl)cc2)c1	?	-11%	?	?	-38%	-41%	?	-0.2%[9.22 µM]	0
21	Cc1ccc2c(=O)c(C(=O)c3cccc(Cl)c3)cn(CC(=O)NCc3ccc(F)cc3)c2n1	-5%	2%	.	0%	.	3%	.	0.7%	.
22	CCOC(=O)c1cc(-c2c(Cl)cccc2Cl)no1	-20%	-2%	i	5%	1%	-78%	-2%	-0.7%	16
23	COc1ccccc1NS(=O)(=O)c1cc(NC(=O)c2cccs2)ccc1N1CCOCC1	-31%	3%	i	-23%	2%	6%	7%	5.1%	21
24	CCc1nn(CC(=O)NCCc2ccc(OC)cc2OC)c(=O)c2cc3occc3n12	-3%&-3%	-4%&-1%	i	11%&1%	15%&5%	0%&-4%	-2%	-0.7%&3.5%	-25
25	O=C(Cn1nc(-c2ccc(Cl)cc2)c2ccccc2c1=O)Nc1cccc(C(F)(F)F)c1	?	0%	?	11µM*	-30%	-31%	.	4.2%	.
26	COc1ccc(OC)c(NC(=O)COC(=O)CCc2nc3ccccc3c(=O)[nH]2)c1	2%	4%	i	3%	-10%	-7%	3%	0.3%	28
27	COc1ccc(Cl)cc1NC(=O)C1CC(c2ccccc2O)=NO1 (stereo unspecified)	?	-9%	i	-6%	-36%	-7%	?	-0.6%	-2
28	Cc1ccc(CNC(=O)CSc2nc(=O)[nH]c3c2CCCC3)cc1	.	-4%	.	?	.	2%	.	0.0%	.
29	COc1cccc(C(=O)NCCSCc2c(F)cccc2Cl)c1	26%	-2%	?	17%	31%[activator]	5%	1%	3.3%	-65*
30	C=CCn1c(SCC(=O)NC2CCCCC2)nnc1-c1ccc(OC)cc1	-18%	-7%	?	-10%	0%	3%	-38%[inhibitor]	0.4%	-2

Screen by screen, from the results shown.
Nrf2 ARE act, compounds 4–14 → -0.1%, -0.3%, 0.0%, 0.0%, 0.4%, 0.6%, 6.8%, 0.1%, 0.1%, -0.8%, 0.3%

(list continues)
#	Structure	Nrf2 block	A549 tox	ATXN viability	TGFb inhibitor	ATXN2 expr inh	HepG2 viability	MCF10A rerep	Nrf2 ARE act	IL1B secr inh
31	CCOC(=O)c1cnc2cc(C)nn2c1-c1ccccc1	3%	-3%	?	18%	6%	-3%	2%	-0.5%	1
32	O=Cc1cn(CC(=O)Nc2ccc(F)cc2)c2ccccc12	-5%	1%	i	?	-20%	-31%	5%	-0.6%	32
33	Cc1ccc(NC(=O)CN2C(=O)NC3(CCc4ccccc43)C2=O)cc1 (stereo unspecified)	4%	-2%	i	-10%	0%	-3%	-4%	-0.4%	-18
34	COc1cc(CN(C(=O)c2cccc(C)c2)c2ccccn2)cc(OC)c1OC	3%	1%	i	-30%	-6%	-20%	.	0.4%	.
35	CC1CCCC(C)N1S(=O)(=O)c1ccc(S(=O)(=O)NCc2ccccc2)cc1 (stereo unspecified)	-12%	-9%	i	-6%	-19%	-11%	11%	-1.0%	49
36	CCN(CC)CCCN(Cc1cc2cc3c(cc2[nH]c1=O)OCO3)C(=O)Nc1ccccc1OC	1%	0%	i	-12%	-1%	-4%	11%	2.6%	-17
37	Fc1ccc(CSc2nncn2NCc2ccc3c(c2)OCO3)cc1	-11%	2%	i	-3%	-7%	-1%	1%	3.2%	-8
38	Cc1ccc(S(=O)(=O)N2CCOCC2)cc1NC(=O)COc1ccc2c(C)cc(=O)oc2c1	?	4%	i	9%	3%	-17%	?	-0.2%	-8
39	COc1ccccc1NC(=O)N1C2CCCC1CC(NC(=O)c1ccccc1)C2 (stereo unspecified)	16%	-4%	i	-9%	0%	-19%	6%	0.1%	9
40	CN(C)CCNc1ncnc2c1sc1nc(N3CCOCC3)c3c(c12)CC(C)(C)SC3	-2%	?	?	-2%	20µM*	-96%	21µM*	3.6%	-80*
41	COc1ccccc1NC(=O)CSCc1ccc([N+](=O)[O-])cc1	-11%	10%	i	-10%	0%	2%	-8%	2.5%	7
42	Cn1cnnc1SCC(=O)Nc1ccc(S(=O)(=O)N2CCOCC2)cc1	5%	-4%	?	5%	2%	7%	7%	-0.4%	2
43	CC(C)N(CCc1ccncc1)C(=O)Nc1ccc(F)cc1	11%	-1%	i	5%	7%	0%	-1%	-0.3%	-7
44	COc1ccc(-c2oc3ccc(-c4cc(OC)c(OC)c(OC)c4)cc3c2C(=O)c2ccc(OC)nc2)cc1	-10%	-1%	i	6%	5%	-3%	21%	-0.7%	-4
45	CCCc1ccc(-c2cc(C(=O)N3CCN(c4ccccn4)CC3)c3ccccc3n2)cc1	-81%	?	i	?	-20%	-50%	?	0.1%	-1
46	CCOCCCNC(=O)c1cc(Nc2ccc(OC)cc2OC)nc2ccccc12	-1%	-6%	i	0%	5%	3%	6%	1.5%	2
47	O=C(Nc1ccccc1F)c1ccc(CSc2ccccc2)o1	?	3%	i	-9%	70%[activator]	-31%	?	-0.7%	-4
48	CNc1ccc(C2(O)C(=O)c3ccccc3C2=O)cc1	13%	-1%	i	1%	18%	-6%	-1%	0.0%	17
49	Cc1ccccc1C(=O)N(Cc1cccs1)C1CCS(=O)(=O)C1 (stereo unspecified)	-13%	-9%	i	15%	-1%	-4%	-4%	-0.7%	-5
50	Cc1cc(C)cc(NC(=O)N2CCN(c3cc(-c4noc(C)n4)ccc3C)CC2)c1	.	-20%	i	-25%	-9%	-18%	.	0.2%	.
51	CN(C)S(=O)(=O)c1ccc2c(c1)nc1n2CCC1	8%	-4%	i	20%	7%	13%	2%	-0.2%	13
52	Cc1ccc(-c2csc(C(O)c3ccccc3)n2)cc1C (stereo unspecified)	.	.	i	-5%	37%[activator]	-22%	.	5.8%	7
53	COCCCNc1ncnc2ccc(C)cc12	?	-7%	i	?	30%[activator]	-33%	?	0.8%	26
54	Cc1nn2c3c(cnc2c1-c1ccc(F)cc1)C(=O)CC(c1ccccc1)C3 (stereo unspecified)	-19%	4%	i	-10%	0%	-8%	.	-1.1%	.
55	Oc1ccc(Cl)cc1C1C=C(c2ccc3c(c2)OCO3)NC(c2cc(Br)ccc2F)N1 (stereo unspecified)	-20%	1%	.	7.9µM*	.	14µM*	.	.	.
56	CC1(C)ON=C(c2cccc(F)c2)NC1=O	.	.	i	-9%	3%	14%	.	0.0%	45
57	Nc1nc(Cl)cc(Nc2ccccc2Cl)n1	10%	21%	i	-7%	.	-16%	-1%	-0.1%	-16
58	COc1ccc(-c2cc(NC(C)=O)c3ncc(-c4ccc(OC)c(OC)c4)n3c2)cc1OC	.	.	i	0%	-6%	0%	.	?	-19

Source: PubChem
